From PubChem
ERG-DNA inh – inhibitors of human ERG Ets domain-DNA interaction; Potency, µM (series often up to 76.9 µM), for inactives: top-dose FP activity, negative = inhibition, usual class: inhibitors; hit rate 0.028% among 370,000; AID 624246; fluorescence polarization, His-ERG Ets domain / labelled DNA; active = well fitted inhibition curve with a large enough effect in the polarisation, with a control signal flat; inconclusive = small, poorly fitted or top-dose-only effect, or effect the other way, or a change in a side signal; inactive = no such curve, though single readings can be large or run the other way; the % refers to the polarisation;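 note: polarization taken with two DNA probes labelled with fluorescein and Texas red; potency is the fitted concentration of half-maximal effect; % of control where 0% means no effect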
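His-tagged ERG Ets domain (1 uM in the protein solution; 300mM KCl, 50mM Tris-HCl, 1mM EDTA, 1mM DTT, pH 7.5) received compound, then a probe mix of 5 nM fluorescein-DNA and 100nM Texas-615-DNA. Fluorescence polarization was read for both dyes.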
PI4K2A block – inhibitors of human PI4K2A. Q9BTU6. purified PI4K2A, ADP-Glo luminescence, 1 h; hits give low values. activity change, negative = inhibition, % at 76.9 µM. hit rate 0.13% among 420,000. AID 1346378; in the data active = activity change below about -50%; inconclusive = mostly about -30% to -49%;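 note: -100% = wells without enzyme as full effect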
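In this quantitative HTS, ADP production by PI4K2A was quantified luminescently after 1 h at ambient temperature; 100 microM adenosine served as plate-quality control.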
Tb PGK inh – inhibitors of T. brucei phosphoglycerate kinase; hit rate 0.043% among 380,000; PGK/GAPDH coupled, Kinase-Glo luminescence, 60 min; P07378; Potency, µM (titrated, usually from 57.5 µM), for the others: at the top dose activity change, negative = inhibition, hits mostly inhibitors; note: potency is the fitted concentration of half-maximal effect; % is set by controls: 0 for no effect and ±100 for the full control effect; nearly all actives have a fitted effect of over 60% in size
Target sequence (P07378 whole entry, looked up): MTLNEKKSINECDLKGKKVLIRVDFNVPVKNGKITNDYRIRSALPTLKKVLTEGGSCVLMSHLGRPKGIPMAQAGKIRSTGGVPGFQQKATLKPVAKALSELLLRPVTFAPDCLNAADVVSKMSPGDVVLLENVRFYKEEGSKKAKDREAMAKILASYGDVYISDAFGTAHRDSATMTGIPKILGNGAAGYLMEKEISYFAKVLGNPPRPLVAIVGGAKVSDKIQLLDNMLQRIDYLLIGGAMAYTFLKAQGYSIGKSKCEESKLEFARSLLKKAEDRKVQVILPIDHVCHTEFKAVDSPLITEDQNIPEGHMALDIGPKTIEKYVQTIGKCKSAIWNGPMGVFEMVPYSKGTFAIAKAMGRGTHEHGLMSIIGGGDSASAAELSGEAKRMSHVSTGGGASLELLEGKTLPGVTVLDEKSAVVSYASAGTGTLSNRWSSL
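Recombinant glycosomal PGK reaction used 1,3-bisphosphoglycerate generated in-well by GAPDH (100nM final) in 100mM TEA pH 7.6, 5mM MgCl2, 0.01% Tween-20. After 60 minutes at room temperature, ATP was read by Kinase-Glo Plus luminescence end-point.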
Pin1 inh – inhibitors of human Pin1. Q13526. Pin1 FP peptide displacement, HiFluor488, 10 min. Potency, µM (titrated, usually from 115 µM), without a hit: at the top dose activity, negative = inhibition, most hits filed as inhibitors. hit rate 0.009% among 390,000; active = well fitted inhibition curve with a large enough effect in the polarisation, with a control signal flat, not every such curve was filed as active; inconclusive = small, poorly fitted or top-dose-only effect, or effect the other way, or a change in a side signal; inactive = no such curve, though single readings can be large or run the other way; the % refers to the polarisation; note: potency is the fitted concentration of half-maximal effect; % is set by controls: 0 for no effect and ±100 for the full control effect
BAZ2B inh – inhibitors of human BAZ2B bromodomain; Potency, µM (series often up to 114 µM), without a hit: top-dose activity change, negative = inhibition, hits mostly inhibitors; AID 504333; AlphaScreen BAZ2B-H3K14Ac peptide displacement; Q9UIF8; hit rate 4.4% among 360,000; note: potency is the fitted concentration of half-maximal effect; % is set by controls: 0 for no effect and ±100 for the full control effect; nearly all actives have a fitted effect of over 60% in size
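AlphaScreen luminescence quantifies BAZ2B engagement of H3K14Ac peptide; the protein and biotinylated peptide are both at 50 nM final, buffer PBS pH 7.4 with 0.01% Tween-20, all steps at room temperature.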
GLS inhibitor – inhibitors of human glutaminase (GLS); GLS enzymatic activity, qHTS titration; hit rate 0.21% among 410,000; Potency, µM (highest dose often 45.5 µM), inactives show at the highest dose activity change, negative = inhibition, most hits filed as inhibitors; note: potency is the fitted concentration of half-maximal effect; % is set by controls: 0 for no effect and ±100 for the full control effect
Target sequence (O94925 whole entry, looked up): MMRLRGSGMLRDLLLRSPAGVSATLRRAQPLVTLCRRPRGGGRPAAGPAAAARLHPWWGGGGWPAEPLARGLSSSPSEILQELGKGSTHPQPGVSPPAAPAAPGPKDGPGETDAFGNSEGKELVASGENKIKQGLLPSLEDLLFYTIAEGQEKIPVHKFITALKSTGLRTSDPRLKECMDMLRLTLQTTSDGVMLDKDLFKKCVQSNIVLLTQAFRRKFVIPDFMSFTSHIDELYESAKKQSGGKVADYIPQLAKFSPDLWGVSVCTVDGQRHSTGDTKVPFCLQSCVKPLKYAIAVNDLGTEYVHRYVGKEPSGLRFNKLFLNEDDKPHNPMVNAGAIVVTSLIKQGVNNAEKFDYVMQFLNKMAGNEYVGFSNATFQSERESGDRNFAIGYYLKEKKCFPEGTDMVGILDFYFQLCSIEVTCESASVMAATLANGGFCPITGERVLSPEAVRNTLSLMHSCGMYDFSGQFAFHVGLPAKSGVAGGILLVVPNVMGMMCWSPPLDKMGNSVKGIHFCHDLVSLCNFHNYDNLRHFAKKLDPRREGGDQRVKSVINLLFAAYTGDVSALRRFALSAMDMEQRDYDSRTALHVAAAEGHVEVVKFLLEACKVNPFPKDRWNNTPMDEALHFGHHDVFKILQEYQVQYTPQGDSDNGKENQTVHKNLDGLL
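Human kidney-isoform GLS in 45 mM KH2PO4 pH 8.2, 0.02% Tween-20, with compound, started with 1mM L-Glutamine (added stock). Glutamate oxidase/HRP/Amplex red coupled fluorescence read at start and after 30 min at RT.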
G9a inh – G9a (human) methyltransferase inhibition | Q96KQ7 | G9a H3K9 monomethylation, AlphaScreen, 2 h | hit rate 8.8% among 350,000 | Potency, µM (top dose mostly 102 µM), for the others: at the highest dose activity, negative = inhibition, actives largely listed as inhibitors | AID 504332; note: potency is the fitted concentration of half-maximal effect; % is set by controls: 0 for no effect and ±100 for the full control effect; nearly all actives have a fitted effect of over 75% in size
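Signal arises when biotinylated H3K9 peptide, once monomethylated, bridges streptavidin donor and antibody-captured acceptor beads. Enzyme at 20 nM was preincubated 15 min with test compounds; peptide 500 nM and SAM 20 uM then reacted for 2 h.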
HP1b binding inh – blocks HP1-beta chromodomain binding to methylated histone tails | AlphaScreen HP1-beta / biotin-H3K9me3 peptide binding | Potency, µM (top dose mostly 114 µM), for the others: at the highest dose activity change, negative = inhibition, usual class: inhibitors | hit rate 0.56% among 390,000; note: potency is the fitted concentration of half-maximal effect; nearly all actives have a fitted effect of over 70% in size; inactives centre near 23
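HP1-beta protein (50 nM final) preincubated 30 min at room temperature with biotinylated H3(1-18)K9me3 peptide (50 nM) in PBS pH 7.4, 0.01% Tween-20, then compound added for 30 min. AlphaScreen streptavidin donor/nickel chelate acceptor beads (10 ug/mL final), 30 min dark, luminescence read.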
JMJD2A Tudor – inhibitors of human JMJD2A Tudor domain | O75164 | AlphaScreen JMJD2A-Tudor / H3K4me3 peptide binding | Potency, µM (titrated, usually from 114 µM), for the others: top-dose activity change, negative = inhibition, actives largely listed as inhibitors | hit rate 4.4% among 390,000 | AID 504339; note: potency is the fitted concentration of half-maximal effect; % is set by controls: 0 for no effect and ±100 for the full control effect; nearly all actives have a fitted effect of over 50% in size
* hit, by the source's call; i = inactive; ? = inconclusive; . = no result given; [ ] = dose if it differs, or a comment. Unless noted, calls come from the whole dose curve; as a rule, active = well fitted curve in the direction sought with a large enough effect; inconclusive = small, poorly fitted or top-dose-only effect, or another doubt; inactive = no such curve, though single readings can be large; an effect the other way counts as inactive or inconclusive.

1: CC(C)(CN1CCN(Cc2ccccc2)CC1)NS(=O)(=O)c1ccc(Cl)cc1
2: COCC(=O)Nc1nc2n(n1)C(c1ccccc1Cl)CC(c1ccc(OC)cc1)N2 (stereo not drawn)
3: CC(=O)OC1CC(n2ccc(NC(=O)c3ccccc3)nc2=O)OC1CO (stereo not drawn)
4: COc1ccccc1N1CCN(C(c2ccc(Cl)cc2)c2nnnn2C(C)(C)C)CC1 (stereo not drawn)
5: CC1CCCN(C(=O)c2cc(S(=O)(=O)N3CCCCC3)c[nH]2)C1 (stereo not drawn)
6: CC(C)CCNC(=O)C1C2C=CC3(CN(Cc4ccccc4Cl)C(=O)C13)O2 (stereo not drawn)
7: COCCCNC(=S)NNC(=S)Nc1ccc(F)cc1F
8: CCN(CC)c1nc(-c2ccccc2)nc2ccccc12
9: CCCCNS(=O)(=O)c1ccc(OC)c(C)c1
10: CC[C@H](C)C(C(=O)N1CCN(C(=O)OC(C)(C)C)CC1)n1cc(C(CO)NC(=O)OC(C)(C)C)nn1 (stereo partly drawn)
screen / no.	1	2	3	4	5	6	7	8	9	10
ERG-DNA inh	-1%	-8%	-8%	-9%	65%[activator]	9%	3%	1%	-1%	-2%
PI4K2A block	4	-1	-19	-3	-4	5	-4	-6	-10	0
Tb PGK inh	-9%	-5%	-6%	-2%	1%	i	1%	-1%	1%	i
Pin1 inh	7%	2%	1%	-2%	?	7%	-1%	4%	-4%	3%
BAZ2B inh	-20%	?	1%	-38%	0%	-5%	?	15%	8%	-11%
GLS inhibitor	3%	-2%	3%	-5%	0%	3%	26%	-2%	-14%	1%
G9a inh	17%	?	-4%	8%[59 µM]	24%	6%[59 µM]	2.5µM*	.	-3%[59 µM]	28%[59 µM]
HP1b binding inh	17%	34%	10%	-5%	17%	42%[activator]	-13%	266%[activator]	42%	24%
JMJD2A Tudor	-4%	-31%	-13%	?	-21%	-3%	1.6µM*	69%[activator]	8%	-4%

11: Cc1ccc(SCCN2CCC(C)CCC2=O)cc1 (stereo not drawn)
12: CN1CCC(=NNC(=O)CSc2ccc(Cl)cc2)CC1
13: O=C(NCc1ccc(F)cc1)c1cc2c(=O)n3ccccc3nc2s1
14: CCc1ccc(C2c3c(oc4ccc(F)cc4c3=O)C(=O)N2CCc2ccc(OC)cc2)cc1 (stereo not drawn)
15: CCC(=NCc1ccccc1)c1c(C(F)(F)F)[nH]n(-c2nc3ccccc3s2)c1=O
16: Cc1cccc(N(CC(=O)NC2CC3CCC2C3)S(=O)(=O)c2ccccc2)c1 (stereo not drawn)
17: Cc1nn(C)c(NC(=O)c2ccccc2Cl)c1Cl
18: Cc1cnc(C(=O)Nc2ccc(-n3cnnn3)cc2)cn1
19: COc1ccc(-c2cc(-c3cccnc3)c(C#N)c(N)n2)cc1
20: CC(O)C(=O)NCCOCCOCCNC(=O)C(C)O (stereo not drawn)
screen / no.	11	12	13	14	15	16	17	18	19	20
ERG-DNA inh	5%	16%	1%	-2%	-9%	-7%	-4%	0%	-7%	3%
PI4K2A block	-1	-1	-2	2	2	4	4	1	-1	3
Tb PGK inh	-2%	-2%	.	-3%	-1%	-2%	-5%	3%	-6%	-5%
Pin1 inh	1%	1%	9%	40%[activator]	-12%	1%	1%	3%	25%	1%
BAZ2B inh	-5%	5%	28%	-2%	13%	-11%	5%	8%	-11%	10%
GLS inhibitor	-1%	0%	0%	-1%	.	-5%	-7%	9%	-9%	1%
G9a inh	39%[activator]	.	16%[59 µM]	-3%[59 µM]	-15%	.	4%	13%[12.7 µM]	?	.
HP1b binding inh	29%	8%	90%[activator]	19%	17%	29%	48%[activator]	25%	38%	23%
JMJD2A Tudor	0%	-10%	-18%	-11%	11%	-16%	5%	-7%	-17%	-7%

Some of the entries so far, as labelled records:
(16) Cc1cccc(N(CC(=O)NC2CC3CCC2C3)S(=O)(=O)c2ccccc2)c1 (stereo not drawn)
  ERG-DNA inh: -7%
  PI4K2A block: 4
  Tb PGK inh: -2%
  Pin1 inh: 1%
  BAZ2B inh: -11%
  GLS inhibitor: -5%
  G9a inh: .
  HP1b binding inh: 29%
  JMJD2A Tudor: -16%

(19) COc1ccc(-c2cc(-c3cccnc3)c(C#N)c(N)n2)cc1
  ERG-DNA inh: -7%
  PI4K2A block: -1
  Tb PGK inh: -6%
  Pin1 inh: 25%
  BAZ2B inh: -11%
  GLS inhibitor: -9%
  G9a inh: ?
  HP1b binding inh: 38%
  JMJD2A Tudor: -17%

(12) CN1CCC(=NNC(=O)CSc2ccc(Cl)cc2)CC1
  ERG-DNA inh: 16%
  PI4K2A block: -1
  Tb PGK inh: -2%
  Pin1 inh: 1%
  BAZ2B inh: 5%
  GLS inhibitor: 0%
  G9a inh: .
  HP1b binding inh: 8%
  JMJD2A Tudor: -10%

(more compounds)
21: c1ccc(Cn2nnc3c(N4CCOCC4)ncnc32)cc1
22: CCS(=O)(=O)c1nc(S(=O)(=O)c2ccc(C)cc2)c(N2CCN(CCO)CC2)s1
23: COc1ccccc1NC(=O)Cc1csc(NC(=S)Nc2ccccc2)n1
24: Nc1nc(-c2cccc(Br)c2)cs1
25: O=C(Nc1ccccc1F)Nc1cccnc1Cl
26: FC(F)(F)c1cccc(-c2nnc3ccc(C(F)(F)F)cn23)c1
27: O=C(/C=C/c1ccco1)NC1=NCCS1
28: Nc1c(C(=O)CSc2nnc(N3CCOCC3)n2-c2cccc(F)c2)c(=O)[nH]c(=O)n1C1CC1
29: N#CC1=C(N)Oc2cc(O)ccc2C1c1cccnc1 (stereo not drawn)
30: COc1cccc(C(=O)Nc2nnc(S(=O)(=O)N(C)c3ccccc3)s2)c1
screen / no.	21	22	23	24	25	26	27	28	29	30
ERG-DNA inh	-1%	-4%	6%	6%	-4%	9%	-8%	-4%	2%	-2%
PI4K2A block	-2	-4	1	0	-2	0	-5	-5	-1	0
Tb PGK inh	-3%	8%	0%	-7%	4%	-3%	i	2%	8%	4%
Pin1 inh	3%	-8%	3%	-2%	8%	-10%	-10%	1%	-9%	10%
BAZ2B inh	13%	-2%	-11%	?	.	-34%	3%	11%	-3%	-20%
GLS inhibitor	7%	10%	23%	22%	0%	-7%	8%	2%	0%	11%
G9a inh	9%[59 µM]	.	-15%[59 µM]	?	.	35µM*	?	-13%[12.7 µM]	10%	17%
HP1b binding inh	52%[activator]	68%[activator]	-8%	-6%	-4%	8%	14%	28%	18%	34%
JMJD2A Tudor	-3%	-9%	-36%	-33%	-2%	-13%	?	-1%	-1%	-19%

31: CCOc1ccc(C(=O)CN2C(=O)NC3(CCCCCC3)C2=O)cc1
32: COc1ccccc1N(C)S(=O)(=O)c1ccc(C(=O)NC(C)c2ccccc2)cc1 (stereo not drawn)
33: CCOCc1c(C(=O)NC2CCCCCC2)oc2ccccc12
34: C[C@@H](CSc1ccccc1)CN1CC[C@H](NC(=O)OCc2ccccc2)CCC1=O
35: COC(=O)c1cc(C(=O)OC)cc(N2C(=O)CC(NNC(=O)c3ccccc3Cl)C2=O)c1 (stereo not drawn)
36: Cc1ccc(-c2cnc(NCc3cc4c(cc3[N+](=O)[O-])OCO4)n2C)cc1C
37: Cc1cc(-c2csc(NC(=O)c3cc4ccccc4o3)n2)c(C)n1C
38: CN(C(=O)COC(=O)C1CCN(S(=O)(=O)c2cccs2)CC1)C1CCS(=O)(=O)C1 (stereo not drawn)
39: Cc1csc(SCC(=O)c2c(N)n(C)c(=O)n(C)c2=O)n1
40: O=c1cc(CO)oc(C(Nc2cccc(C(F)(F)F)c2)c2ccccn2)c1O (stereo not drawn)
screen / no.	31	32	33	34	35	36	37	38	39	40
ERG-DNA inh	12%	0%	6%	-6%	.	1%	2%	-12%	-3%	2%
PI4K2A block	-1	-5	2	3	-6	8	?	1	-7	2
Tb PGK inh	-7%	-11%	-2%	5%	i	-2%	1%	-11%	-4%	0%
Pin1 inh	0%	20%	-2%	?	8%	0%	27%	-4%	-3%	?
BAZ2B inh	5%	-29%	12%	-19%[57.1 µM]	-28%	-14%	-2%	-2%	?	?
GLS inhibitor	6%	-1%	2%	4%	21%	13%	-21%	-2%	-1%	22%
G9a inh	-25%	26%	49%[activator]	11%	1%[59 µM]	0%	-12%[59 µM]	?	1%	1.3µM*
HP1b binding inh	-1%	79%[activator]	51%[activator]	33%	40%[activator]	?	-4%	29%	5%	-18%
JMJD2A Tudor	-13%	-12%	-1%	-14%	1%	32µM*	-21%	-2%	-9%	56µM*

41: CC(=O)NC(CC(=O)N1CCN(C(C)=O)CC1)c1ccccc1 (stereo not drawn)
42: O=[N+]([O-])c1ccc(-c2n(-c3ccccn3)c3ccccc3[n+]2-c2ccccn2)cc1
43: COc1ccccc1Oc1ccc(NC(=O)c2ccccc2C)cc1
44: CC1(C)CC2(CCO1)OC(=O)CC2C(=O)NCCc1ccccc1 (stereo not drawn)
45: Cc1ccc(S(=O)(=O)N2CCC(C(=O)Nc3ccc(S(=O)(=O)N4CCOCC4)cc3)CC2)cc1
screen / no.	41	42	43	44	45
ERG-DNA inh	-5%	13%	-2%	8%	-18%
PI4K2A block	1	2	-1	3	-2
Tb PGK inh	-8%	-4%	-4%	-10%	i
Pin1 inh	-4%	-29%	-1%	2%	8%
BAZ2B inh	-3%	?	-16%	10%	.
GLS inhibitor	21%	3%	-2%	-19%	5%
G9a inh	.	50µM*	-23%	-4%[12.7 µM]	.
HP1b binding inh	23%	3%	43%[activator]	33%[activator]	17%
JMJD2A Tudor	-15%	?	-8%	-3%	-17%
